Wnt bcat act – activators of Wnt/beta-catenin signaling; activation, % at 9.35 µM; 1.2% of 300,000 active; Wnt/beta-catenin reporter cell assay, activator, plate reader; AID 743398; in the data active = activation above about 30%, passing the limit was not always enough;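 also: 0% = neutral control wells and 100% = positive control wells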
cardiac RTF act – increases calcium sensitivity of human cardiac regulated thin filaments | activation, % at 7.2 µM | P19429+P45379 | IANBD-labeled TnC RTF fluorescence at EC20 calcium; 0% EC20 calcium, 100% full calcium | 0.24% of 340,000 active;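 active = activation above the mean over all tested compounds plus 3 SD, cut at about 30% in these data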;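 also: rise in fluorescence read as greater calcium sensitivity of cardiac thin filaments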
Arrestin-AP2 inh – human beta-arrestin and AP2 interaction inhibition; FITC-arrestin peptide / GST-AP2 beads, flow cytometry; AP2 beta2 appendage carries R879A mutation; inhibition, % at 10 µM; 0.31% of 340,000 active;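 active = inhibition above a set limit, near 3 SD of compounds lacking own fluorescence, cut at about 54% in these data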;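 also: plate controls were DMSO wells for no effect and 5 µM unlabelled arrestin peptide for full effect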
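System: GST-AP2 R879A bound to glutathione beads, E. coli-expressed. Also added: 50 nM FITC-arrestin peptide. Schedule: compound with beads 12 min RT, then probe 1 h RT. Signal: bead flow cytometry, FITC channel. Read-out basis: percent response.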
Keap1-Nrf2 PPI – disrupts human Keap1 binding to Nrf2 peptide; Q14145; Keap1 Kelch-Nrf2 peptide fluorescence polarization, 1536-well; inhibition, % at 9.4 µM; 0.15% of 340,000 active; AID 504523; in the data active = inhibition above about 12%;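 also: human Keap1 Kelch domain with fluorescein labeled Nrf2 9mer peptide probe; 0% = neutral control wells and 100% = peptide positive control; higher means more block of Keap1 binding to Nrf2 peptide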
DSG3 Ab inh – blocks pemphigus antibody binding to human desmoglein-3 | P32926 | DSG3-coupled beads, scFv-anti-DSG3-GFP binding, flow cytometry; stronger effect = lower value | binding (percent of control), % at 10 µM | 0.48% of 310,000 active;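 active = binding more than 3 SD below its plate's average and above zero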;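 also: hits lower antibody fragment binding to DSG3; some compounds called inactive have numbers as strong as hits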
Target sequence (P32926 whole entry, looked up, the tested form may be a part): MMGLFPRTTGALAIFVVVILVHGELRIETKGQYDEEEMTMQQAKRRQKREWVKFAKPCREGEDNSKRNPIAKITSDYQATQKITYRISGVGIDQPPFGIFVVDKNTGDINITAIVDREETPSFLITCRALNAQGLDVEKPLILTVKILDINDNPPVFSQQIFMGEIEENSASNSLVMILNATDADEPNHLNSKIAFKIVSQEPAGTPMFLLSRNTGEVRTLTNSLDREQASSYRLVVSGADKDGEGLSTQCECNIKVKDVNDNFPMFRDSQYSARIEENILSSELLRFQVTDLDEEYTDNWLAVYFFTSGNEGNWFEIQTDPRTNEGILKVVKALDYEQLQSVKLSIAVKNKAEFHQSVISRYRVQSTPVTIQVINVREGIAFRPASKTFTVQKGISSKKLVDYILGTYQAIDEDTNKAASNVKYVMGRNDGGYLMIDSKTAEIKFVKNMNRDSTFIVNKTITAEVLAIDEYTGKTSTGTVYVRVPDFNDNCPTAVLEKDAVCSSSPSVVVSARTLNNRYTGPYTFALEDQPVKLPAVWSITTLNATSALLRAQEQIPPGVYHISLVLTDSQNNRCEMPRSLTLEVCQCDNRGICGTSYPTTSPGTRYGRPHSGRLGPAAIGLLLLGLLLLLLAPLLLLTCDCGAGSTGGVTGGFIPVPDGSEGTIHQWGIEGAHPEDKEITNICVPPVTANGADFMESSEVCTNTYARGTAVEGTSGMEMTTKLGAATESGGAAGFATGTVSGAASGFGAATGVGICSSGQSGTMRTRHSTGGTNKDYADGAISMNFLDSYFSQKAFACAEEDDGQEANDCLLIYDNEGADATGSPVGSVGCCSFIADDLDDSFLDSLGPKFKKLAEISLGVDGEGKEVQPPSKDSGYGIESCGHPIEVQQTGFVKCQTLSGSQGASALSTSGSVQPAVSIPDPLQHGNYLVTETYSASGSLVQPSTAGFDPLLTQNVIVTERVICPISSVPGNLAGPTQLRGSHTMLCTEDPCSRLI
OPRM1-OPRD1 inv – inverse agonists of human mu-delta opioid receptor heterodimerization; inhibition, % at 9.3 µM; cell-based MOR-DOR heterodimer luminescence, inverse agonism; P35372+P41143; 0.21% of 340,000 active; AID 504357; in the data active = inhibition above about 22%, passing the limit was not always enough;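 also: 0% = cells with DMSO and 100% = wells without cells with DMSO; values of inactives mirror those of a sister screen read the other way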
C-LANA FP – blocks KSHV LANA C-terminal domain binding to DNA | MBP-C-LANA/FAM-LBS DNA binding, fluorescence polarization | inhibition, % at 9 µM | 0.078% of 340,000 active | AID 504423;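 active = highest replicate inhibition at or above 60% at 9 µM, even if other replicates fall short; inactive = all replicates below 60% inhibition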;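 also: 0% = neutral control wells and 100% = 4 µM acridine orange control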
RTF Ca sens inh – cardiac RTF calcium desensitization; IANBD-labeled cardiac RTF, Ca2+ fluorescence; 0.12% of 340,000 active; inhibition, % at 7.15 µM;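 active = inhibition above the mean inhibition of all tested compounds plus 3 SD, cut at about 17% in these data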;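 also: assay run at fixed EC70 calcium of 1.6 mM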
V-ATPase pH – yeast V-ATPase proton transport regulation by pHLuorin; S. cerevisiae, pHLuorin cytosolic pH fluorescence; response, % at 10 µM; 0.37% of 350,000 active; AID 504577; in the data active = response mostly above about 7.3%, no sharp cut-off; inactive = mostly below about 5.4%; also: actives read high; inactives centre near 0; some compounds called inactive have numbers as strong as hits; reference of the scale not given here
OPRM1-OPRD1 ag – OPRM1-OPRD1 heterodimerization agonism | cells, luminescence | 0.3% of 340,000 active | AID 504326 | activation, % at 9.3 µM; in the data active = activation above about 18%;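 also: 0% = vehicle-treated cells and 100% = reference agonist; values of inactives mirror those of a sister screen read the other way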
* marks the source's active call; other numbers are inactive results; x = no result given.

smiles | Wnt bcat act | cardiac RTF act | Arrestin-AP2 inh | Keap1-Nrf2 PPI | DSG3 Ab inh | OPRM1-OPRD1 inv | C-LANA FP | RTF Ca sens inh | V-ATPase pH | OPRM1-OPRD1 ag
CN(C)S(=O)(=O)c1cc(NC(=O)CN2C(=O)NC3(CCCc4ccccc43)C2=O)ccc1Cl (centres undefined) | x | 5 | -7 | 4 | 100 | 5 | 1.2 | -7 | 6 | -0.9
CCOc1ccccc1NC(=O)CCC(=O)Nc1ccc2nc(N3CCN(C)CC3)cc(C)c2c1 | x | -2 | 3 | 5 | 105 | 10 | 0.3 | -3 | 1 | -1.9
CCCCn1c(N)c(N(CCOC)C(=O)c2ccc(Br)o2)c(=O)[nH]c1=O | -2 | -3 | 11 | x | 103 | 3 | x | -5 | -2 | -0.5
CCS(=O)(=O)Nc1c(C)n(C)n(-c2ccccc2)c1=O | 2 | 1 | -2 | -3 | 88 | 10 | -1.2 | 0 | 4 | -1.8
CCn1c(SCC(=O)N(C)c2c(N)n(Cc3ccccc3)c(=O)[nH]c2=O)nc2ccccc21 | -11 | 5 | -6 | -6 | 91 | 10 | -0.1 | -6 | 1 | -1.9
C#CCN1C=C(C(=O)OCC)C(C)N(Cc2ccccc2I)S1(=O)=O (centres undefined) | -2 | 0 | -6 | 1 | 95 | 9 | -1.4 | -3 | 0 | -1.8
COc1ccccc1NC(=O)CSc1nc2ccccc2c(=O)n1C | 0 | 4 | -13 | 0 | 97 | -10 | 2.0 | -11 | 0 | 2.2
COC(=O)[C@H](Cc1ccc(O)cc1)NC(=O)Cn1cnc2c(SC)nc(N)nc21 | -1 | -9 | 18 | -2 | 105 | x | 0.4 | -3 | 4 | x
c1ccc(CNCCC(Cc2ccccc2)c2ccco2)cc1 (centres undefined) | 0 | 7 | 12 | -6 | 112 | -28 | -12 | -6 | 5 | 5.6
Cc1cc(NC(=O)CCC(=O)N(Cc2ccco2)C(C(=O)NC2CCCC2)c2ccccc2C)no1 (centres undefined) | x | 1 | -4 | -3 | 91 | 1 | -1.7 | -12 | 0 | -0.2
Cn1c(=O)c(C(=O)NC2CCCCCCC2)c(O)c2ccccc21 | x | -5 | -7 | -2 | 85 | 11 | 1.1 | -2 | -1 | -1.9
COc1ccc(/C=C2\OC(=S)N(C)C2=O)cc1 | 5 | -2 | 35 | 1 | 118 | 23 | 2.0 | -4 | -1 | -4.9
CN(Cc1cccc(C(F)(F)F)c1)Cc1nc(-c2cnccn2)no1 | 2 | 11 | 1 | -4 | 110 | -11 | -1.7 | 12 | 2 | 2.2
Nc1nc(NCCc2ccccc2)nc(NCCO)c1[N+](=O)[O-] | 0 | -6 | 4 | -4 | 98 | 20 | -2.2 | -7 | -1 | -4.6
CCC(=O)N(Cc1cc2cc(OC)ccc2[nH]c1=O)c1cccc(C)c1 | x | 12 | 2 | -2 | 108 | 8 | -0.4 | 8 | 3 | -1.3
Cc1ccc(NC(=O)CN2C(=O)N/C(=C/c3ccccc3OCc3cccc(C(=O)O)c3)C2=O)cc1 | 11 | -8 | -2 | 1 | 119 | -5 | 1.2 | 2 | 5 | 0.6
CC(=O)C12CC(C)=C(C)CC1CC1C3CCC4=CC(=O)CCC4(C)C3CCC12C (centres undefined) | 3 | x | -10 | x | 101 | x | x | x | -3 | x
COc1ccc(/C(C)=N/Nc2ccc(C(=O)O)cc2)cc1OC | x | 11 | 9 | 3 | 110 | 9 | 1.1 | -7 | -9 | -1.6
CCCCNC(=S)Nc1ccc(-c2nc3ccc(C)cc3s2)cc1 | 13 | 15 | -6 | -8 | 84 | -10 | 2.2 | -3 | 6 | 2.1
Cc1nc(NC(=O)CSc2cc(C)c3ccccc3n2)c(Cl)cc1Cl | x | 4 | 22 | -2 | 113 | 7 | 1.6 | -4 | -3 | -1.4
CCCCSCCCNC(=O)c1ccc(CS(=O)(=O)c2ccc(OC)cc2)o1 | 1 | 0 | -3 | -6 | 103 | 14 | 1.8 | -8 | 5 | -3.1
CC(C)Cn1c(Br)nc2c1c(=O)n(CCC#N)c(=O)n2C | -1 | -6 | 17 | -2 | x | 15 | 0.4 | 0 | -1 | -3.4
Cc1ccc(C(=O)CCC(=O)Nc2cccnc2)cc1C | x | 3 | -6 | -4 | 104 | 16 | 0.2 | -2 | -2 | -3.0
c1ccc(Cn2c(SCc3nc4ccccc4s3)nnc2-c2ccco2)cc1 | x | -4 | 26 | -3 | 103 | -21 | 0.7 | -10 | -3 | 5.1
NC1=NC2(CCCCC2)N(c2cccc(Cl)c2)C(N)=N1 | 4 | -5 | 29 | -3 | 89 | 17 | -1.2 | -5 | -1 | -3.4
COc1ccc(CN2CCOCC2)cc1OC | -3 | -4 | -4 | -5 | x | -2 | 2.3 | 0 | 0 | 0.4
O=C(O)COc1ccccc1/C=N/NC(=O)c1cc(-c2ccc(F)cc2)nc2ccccc12 | 1 | -3 | -6 | -2 | x | 10 | 1.6 | -8 | 1 | -2.3
Cc1cc(C)c(NC(=O)CCCN2CCCC2)c(C)c1 | -1 | -4 | -1 | 5 | x | 1 | 1.7 | -11 | -1 | -0.1
COc1cc(CN2C(=S)NC(C)(C)CC2(C)O)cc(OC)c1 (centres undefined) | -3 | -2 | 13 | -2 | 100 | -9 | -0.6 | -6 | 3 | 1.2
Nc1c(C(=O)c2ccccc2)oc2ccc(Br)cc12 | 11 | -3 | 0 | -2 | 90 | -34 | 0.4 | 1 | 2 | 6.3

Three entries drawn at random from the list so far, as already listed:
smiles | Wnt bcat act | cardiac RTF act | Arrestin-AP2 inh | Keap1-Nrf2 PPI | DSG3 Ab inh | OPRM1-OPRD1 inv | C-LANA FP | RTF Ca sens inh | V-ATPase pH | OPRM1-OPRD1 ag
CCCCSCCCNC(=O)c1ccc(CS(=O)(=O)c2ccc(OC)cc2)o1 | 1 | 0 | -3 | -6 | 103 | 14 | 1.8 | -8 | 5 | -3.1
CCOc1ccccc1NC(=O)CCC(=O)Nc1ccc2nc(N3CCN(C)CC3)cc(C)c2c1 | x | -2 | 3 | 5 | 105 | 10 | 0.3 | -3 | 1 | -1.9
NC1=NC2(CCCCC2)N(c2cccc(Cl)c2)C(N)=N1 | 4 | -5 | 29 | -3 | 89 | 17 | -1.2 | -5 | -1 | -3.4

Results in OPRM1-OPRD1 inv, Arrestin-AP2 inh and V-ATPase pH, for some of the entries so far:
| molecule | OPRM1-OPRD1 inv | Arrestin-AP2 inh | V-ATPase pH |
| --- | --- | --- | --- |
| CN(C)S(=O)(=O)c1cc(NC(=O)CN2C(=O)NC3(CCCc4ccccc43)C2=O)ccc1Cl (centres undefined) | 5 | -7 | 6 |
| CCOc1ccccc1NC(=O)CCC(=O)Nc1ccc2nc(N3CCN(C)CC3)cc(C)c2c1 | 10 | 3 | 1 |

Returning to the listing, starting three compounds before the break.
smiles | Wnt bcat act | cardiac RTF act | Arrestin-AP2 inh | Keap1-Nrf2 PPI | DSG3 Ab inh | OPRM1-OPRD1 inv | C-LANA FP | RTF Ca sens inh | V-ATPase pH | OPRM1-OPRD1 ag
Cc1cc(C)c(NC(=O)CCCN2CCCC2)c(C)c1 | -1 | -4 | -1 | 5 | x | 1 | 1.7 | -11 | -1 | -0.1
COc1cc(CN2C(=S)NC(C)(C)CC2(C)O)cc(OC)c1 (centres undefined) | -3 | -2 | 13 | -2 | 100 | -9 | -0.6 | -6 | 3 | 1.2
Nc1c(C(=O)c2ccccc2)oc2ccc(Br)cc12 | 11 | -3 | 0 | -2 | 90 | -34 | 0.4 | 1 | 2 | 6.3
CCCC(NC(=O)COc1cc2c(c3oc(=O)c(C)c(C)c13)CCC(C)(C)O2)C(=O)O (centres undefined) | 1 | 4 | 13 | 2 | 108 | 0 | 7.3 | -13 | -4 | 0.0
CCOc1ccc(N2C(=O)CC(Sc3nc(-c4cccs4)cc(C(F)(F)F)c3C#N)C2=O)cc1 (centres undefined) | x | -1 | -1 | -3 | 104 | 4 | -0.7 | -6 | 0 | -0.7
CC1CCCN(c2nc3c(c(=O)n(C)c(=O)n3C)n2CCSc2nc3ccccc3o2)C1 (centres undefined) | 5 | -2 | -3 | 0 | x | -6 | 0.1 | -5 | 2 | 1.2
CC(=O)Nc1ccc(OCC(O)CN2C(C)(C)CC(O)CC2(C)C)cc1 (centres undefined) | 1 | 5 | 19 | -3 | 137 | -7 | -1.6 | -4 | -1 | 1.2
Cc1ccc(C2(C)NC(=O)N(CC(=O)NNC(=O)c3cc(C)oc3C)C2=O)cc1 (centres undefined) | 1 | -4 | 0 | -4 | 107 | -5 | 1.9 | 5 | -2 | 0.7
CN(C)CCN(Cc1ccccc1)S(=O)(=O)c1csc(C(N)=O)c1 | -1 | -2 | -5 | -4 | x | 2 | 1.0 | -1 | 2 | -0.4
Cc1ccc2occ(C(c3nnnn3Cc3ccccc3)N3CCOCC3)c(=O)c2c1 (centres undefined) | x | 6 | -10 | -4 | 102 | 3 | -1.1 | -8 | -32 | -0.6
CNCC(C)COc1ccccc1OCc1ccccc1 (centres undefined) | 1 | -4 | 13 | -2 | 92 | 17 | 0.2 | 4 | 1 | -2.7
Cc1ccc(S(=O)(=O)N2[C@@H](c3ccc(F)cc3)C(C(=O)O)=CC[C@H]2c2cccs2)cc1 | -1 | 5 | 0 | -4 | 102 | 1 | -1.2 | -6 | 2 | -0.3
Cc1ccc(N(CCC#N)C(=O)COC(=O)c2cc(C)no2)cc1 | 0 | -4 | 19 | 3 | 97 | 17 | 0.4 | -3 | -1 | -3.2
CCNC(=S)N1CCn2cccc2C1c1ccc(F)cc1 (centres undefined) | 4 | -1 | -6 | -3 | 93 | 4 | 0.1 | 9 | 2 | -0.8
CCOc1ccc(CCN2CN(CC)CNC2=S)cc1OCC | 0 | -1 | -3 | 2 | 97 | 17 | -1.2 | -12 | -2 | -3.8
Cc1ccc(C)c(N2CCN(C(c3ccncc3)c3nnnn3Cc3ccccc3)CC2)c1 (centres undefined) | x | 5 | -4 | -4 | 98 | 3 | 0.2 | -1 | 1 | -0.6
COc1ccc(C(=O)NCc2ccon2)cc1OC1CCN(C(C)C)CC1 | -1 | -3 | -4 | -3 | 107 | 19 | -1.2 | -4 | 0 | -3.6
Cc1ccc(CN2CCN(Cc3cn[nH]c3-c3cccc(F)c3)CC2CCO)o1 (centres undefined) | 1 | 3 | -1 | -4 | 97 | -14 | -1.8 | -4 | 4 | 2.9
COc1cccc(CNC(=O)c2cc3ccccn3n2)c1 | 1 | 3 | -5 | -4 | 105 | 1 | 0.2 | -3 | 0 | -0.2
O=C(O)c1ccccc1-c1ccccc1C(=O)NCc1ccccc1Cl | 0 | -8 | 33 | 0 | 112 | 16 | -1.1 | -4 | 0 | -3.2
CC1(C)CC(=O)c2c(nn(-c3ccccc3)c2-c2ccncc2)C1 | -5 | 3 | 7 | -3 | 105 | 5 | 0.1 | -13 | 2 | -1.1
CC(Sc1ncccn1)C(=O)NNC(=O)c1cccc(Cl)c1 (centres undefined) | -2 | 2 | -5 | -1 | 102 | 2 | -1.4 | -2 | -2 | -0.4
